Eya2 phos inh: blocks the phosphatase activity of human Eya2. actives 0.006% (n = 330,000). AID 488837. recombinant Eya2, OMFP fluorescence dephosphorylation (OMFP is methylfluorescein phosphate). Potency, µM (doses to about 76.9 µM), for the others: at the top dose activity, negative = inhibition, most hits filed as inhibitors; also: potency is read from the fitted curve at half-maximal effect
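Eya2 protein (added as 0.2 uM solution) was preincubated with compound for 10 min at ambient temperature in 50 mM HEPES pH 7.5, 50 mM NaCl, 5 uM MgCl2, 0.05% BSA, 1 mM DTT. OMFP (added at 50 uM) then reacted 10 min; fluorescence read at 485/525 nm.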
USP2a block: blocks human ubiquitin-specific protease USP2a | USP2 core, Ub-CHOP2 coupled fluorogenic reporter, 485/531 | Potency, µM (highest dose often 38.3 µM), for the others: at the highest dose activity change, negative = inhibition, most hits filed as inhibitors | actives 0.01% (n = 330,000) | AID 463254;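 also: potency is read from the fitted curve at half-maximal effect; plate controls were DMSO wells for no effect and full inhibition by NEM control for full effect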
Target sequence (O75604 whole entry, looked up): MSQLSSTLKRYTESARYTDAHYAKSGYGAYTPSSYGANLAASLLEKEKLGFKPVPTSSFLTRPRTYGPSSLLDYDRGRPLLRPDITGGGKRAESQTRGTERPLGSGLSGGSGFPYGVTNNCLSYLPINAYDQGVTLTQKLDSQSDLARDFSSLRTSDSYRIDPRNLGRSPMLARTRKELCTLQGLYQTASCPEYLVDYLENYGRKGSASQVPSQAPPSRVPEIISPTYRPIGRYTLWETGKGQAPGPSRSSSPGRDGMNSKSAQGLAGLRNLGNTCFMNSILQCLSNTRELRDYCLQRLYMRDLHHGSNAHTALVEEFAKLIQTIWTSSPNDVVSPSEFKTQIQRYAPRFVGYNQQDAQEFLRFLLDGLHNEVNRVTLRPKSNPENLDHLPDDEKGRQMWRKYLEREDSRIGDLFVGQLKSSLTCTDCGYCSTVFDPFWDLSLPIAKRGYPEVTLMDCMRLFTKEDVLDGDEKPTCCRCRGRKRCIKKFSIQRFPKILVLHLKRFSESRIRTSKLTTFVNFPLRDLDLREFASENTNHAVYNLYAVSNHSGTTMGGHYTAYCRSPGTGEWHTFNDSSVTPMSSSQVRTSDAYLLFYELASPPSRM
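USP2 core (10nM final) preincubated 30min RT with compound in 20mM Tris-HCl pH 8.0, 2mM CaCl2, 2mM beta-mercaptoethanol, 0.05% CHAPS; 25nM Ub-CHOP2 plus 25nM reporter substrate added, fluorescence (Ex485/Em531) read after 60min.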
PKM2 activator: increases activity of human pyruvate kinase M2. Potency, µM (highest dose often 57.5 µM), for inactives: at the highest dose activation, actives largely listed as activators. P14618. actives 0.34% (n = 260,000). AID 1631. purified PKM2, Kinase-Glo ATP luminescence, activation; response scale: 0% is enzyme alone, no compound; also: potency is read from the fitted curve at half-maximal effect; nearly all actives have a fitted effect of over 55% in size
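hPK-M2, >95% pure; 0.1 mM ADP / 0.5 mM PEP final; imidazole pH7.2 buffer w/ 7 mM MgCl2, 50 mM KCl; 1 h RT; Kinase-Glo lum. Intermediate enzyme activity for dual inhibitor/activator qHTS.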
Coupling enz: inhibits coupling enzyme system, counter-screen for aldolase hits. coupling enzyme system counterscreen, AmpLite Red fluorescence. actives 0.67% (n = 290,000). AID 2472. activity change, negative = inhibition, % at 58.2 µM, hits read low; in the data active = activity change below about -30%
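Activity here indicates interference with the coupling reaction, not aldolase inhibition. Compounds at 57.5 uM final met coupling enzymes for 10 min at RT; substrate and AmpLite Red detection followed, with a 525/598 nm fluorescence read after 20 min.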
KCNH2 WT inh: blocks the wildtype human KCNH2 potassium channel. actives 0.37% (n = 340,000). U2OS, BacMam KCNH2, thallium flux FluxOr; hits give low values. AID 720551. Q12809. activity change, % at 1.84 µM;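 active = maximum activity change below -70%; inconclusive = maximum activity change between -70% and -50%; inactive = maximum activity change above -50%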
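U2OS cells transduced with wild-type KCNH2 virus are loaded with FluxOr dye for 45 min, and thallium flux is measured in kinetic reads before and after stimulation buffer. Rate constants are normalized to DMSO controls.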
B2AR arrestin: beta2AR (human) beta-arrestin recruitment activity | P07550 | beta-arrestin recruitment to beta2AR, cell-based reporter | Potency, µM (titrated, usually from 46.1 µM), without a hit: at the top dose activation, usual class: activators | actives 0.02% (n = 330,000) | AID 492947;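 also: potency is read from the fitted curve at half-maximal effect; 0% = DMSO controls and full agonism = EC100 isoproterenol or metaproterenol; nearly all actives have a fitted effect of over 65% in size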
Giardia killer: kills Giardia lamblia | Giardia lamblia trophozoite viability | activity change, % at 7.66 µM, hits read low | actives 0.15% (n = 340,000); in the data active = activity change below about -80%; inconclusive = between about -30% and that limit;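 also: parasites exposed to compound for two days anaerobically before the ATP read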
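Each well holds 100 Giardia trophozoites and compound. After two days (48 hrs) at 37 deg C in anaerobic conditions, ATP is quantified by luminescence.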
uPA surface inh: blocks generation of uPA at the cell surface. Potency, µM (highest dose often 38.3 µM), for the others: at the top dose activity change, negative = inhibition, most hits filed as inhibitors. cell surface uPA generation assay, qHTS. AID 540303. actives 0.31% (n = 330,000); active = well fitted inhibition curve with a large enough effect; inconclusive = small, poorly fitted or top-dose-only effect; inactive = no such curve, though single readings can be large or run the other way; tested in mouse RAW 264.7 cells; also: potency is read from the fitted curve at half-maximal effect; nearly all actives have a fitted effect of over 55% in size
KCNH2 3.1 inh: inhibitors of human KCNH2 3.1 potassium channel isoform; activity change, % (tested at about 1.8 µM); U2OS KCNH2 3.1, thallium flux FluxOr; hits give low values; actives 0.95% (n = 340,000);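 active = maximum activity change below -70%; inconclusive = maximum activity change from -70% to -50%; inactive = maximum activity change above -50%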;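 also: thallium influx rate constant from kinetic fluorescence after stimulation buffer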
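Normalized rate constant (relative to positive and negative DMSO controls) derived from a 2 min kinetic fluorescence read after stimulation; U2OS cells expressing the 3.1 isoform via virus at 1.77 x 10^8 /mL.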
Chronic BCR inh: inhibitors of chronic active B-cell receptor signaling; ABC-DLBCL IkBa-CBG/CBR reporter, luminescence ratio, 4 h; Potency, µM (series often up to 46.1 µM), inactives show top-dose ratio change, negative = lower green/red ratio, hits mostly inhibitors; actives 0.05% (n = 340,000); AID 493014; active = well fitted inhibition curve with a large enough effect in the signal ratio, with a control signal flat, not every such curve was filed as active; inconclusive = small, poorly fitted or top-dose-only effect, or effect the other way, or a change in a side signal; the % refers to the signal ratio;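 also: potency is read from the fitted curve at half-maximal effect; plate controls were basal doxycycline-induced cells for no effect and cells given 10 µM MG132 for full effect; MG132 reads +100%, hits lower the ratio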
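TMD8 ABC-DLBCL cells carrying doxycycline-inducible green luciferase fused to IkappaBalpha plus unfused red luciferase were exposed to compounds (up to 46 uM) for 4 hrs at 37C. Activity came from the overlap-corrected green/red luminescence ratio.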
GALK inh: blocks human galactokinase activity. Purified GALK, Kinase-Glo residual ATP luminescence. Potency, µM (titrated, usually from 57.5 µM), inactives show top-dose activity change, negative = inhibition, most hits filed as inhibitors. actives 0.007% (n = 270,000); also: potency is read from the fitted curve at half-maximal effect
Target sequence (P51570 whole entry, looked up): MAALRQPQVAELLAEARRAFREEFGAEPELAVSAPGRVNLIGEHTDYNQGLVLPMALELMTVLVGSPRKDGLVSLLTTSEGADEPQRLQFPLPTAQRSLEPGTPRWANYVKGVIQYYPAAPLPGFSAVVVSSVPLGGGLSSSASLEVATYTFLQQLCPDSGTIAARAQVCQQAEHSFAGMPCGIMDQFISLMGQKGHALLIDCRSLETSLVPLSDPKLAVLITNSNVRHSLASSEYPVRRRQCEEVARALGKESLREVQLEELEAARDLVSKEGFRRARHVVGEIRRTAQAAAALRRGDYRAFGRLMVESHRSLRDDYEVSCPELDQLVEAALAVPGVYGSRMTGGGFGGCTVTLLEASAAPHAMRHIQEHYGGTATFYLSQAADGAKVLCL
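ATP-depletion format; final 35 uM ATP, 100 uM D-galactose, 5 nM enzyme; pH 8.0 HEPES/Mg2+ buffer; 60 min RT; luminescence read 10 min after detection reagent.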
* marks the source's active call; other numbers are inactive results; u = inconclusive; x = no result given; [ ] = remark or other dose. Unless noted, calls follow the shape of the dose curve; as a rule, active = well fitted curve in the direction sought with a large enough effect; inconclusive = small, poorly fitted or top-dose-only effect, or another doubt; inactive = no such curve, though single readings can be large; an effect the other way counts as inactive or inconclusive. Unless noted, % is scaled to controls: 0 for no effect and ±100 for the full control effect.

SMILES	Eya2 phos inh	USP2a block	PKM2 activator	Coupling enz	KCNH2 WT inh	B2AR arrestin	Giardia killer	uPA surface inh	KCNH2 3.1 inh	Chronic BCR inh	GALK inh
Cc1cc2cc(CNC(=O)CCC(=O)O)ccc2n1C	-4%	0%	8%	-9	-16	0.2%	10	7%	-5	8%	6%
Cc1cccc(NC(=O)Nc2cc(C)cc(C)n2)c1	-5%	2%	-1%	3	x	-0.2%	18	1%	-9	u	-2%
Cc1cccc(NC(=O)Cn2cnc3sc(C)c(S(=O)(=O)N4CCC(C)CC4)c3c2=O)n1	8%	1%	-4%	1	9	0.3%	-7	2%	-2	-15%	0%
CC(C)(C)CC(C)(C)NCC(O)COc1c(F)cc(Br)cc1F (configuration not stated)	8%	-1%	1%	1	-11	0.2%	18	-12%	-14	u	3%
CN(C1CCCCC1)S(=O)(=O)c1ccc(SCC(=O)NC(C)(C)C)nc1	2%	2%	x	x	-26	-0.2%	30	-7%	11	-4%	x
CN=C1S/C(=C\c2c(OC)cc(OC)cc2OC)C(=O)N1C	12%	0%	-2%	2	-9	0.0%	7	-2%	-9	-18%	14%
Cc1cnc(NC(=O)[C@H](C)N2C(=O)C3CCCCC3C2=O)s1 (some centres not stated)	u	0%	-3%	2	1	0.1%	1	-1%	32	4%	-1%
COc1ccc(C(=O)NCC(=O)Nc2cccc(S(=O)(=O)N3CCCC3)c2)cc1	4%	-1%	x	x	-4	-0.6%	-6	1%	-15	0%	x
O=C(COc1ccc(F)cc1)N(CC1=CCS(=O)(=O)C1)c1ccccc1	8%	4%	4%	0	14	0.1%	6	-3%	-4	0%	-5%
CN(C)S(=O)(=O)c1cccc(NC(=O)CNC2CCCCC2)c1	-23%	5%	-26%	0	1	-0.7%	5	-19%	8	7%	x
OCCC1CN(Cc2cccc3nccnc23)CCN1C1CCCC1 (configuration not stated)	14%	1%	-4%	-6	-11	-0.7%	-7	1%	-7	-12%	0%
CC(=O)Nc1ccc(S(=O)(=O)N(C)CC(=O)N/N=C/c2cccs2)cc1	6%	1%	x	1	7	-0.4%	7	3%	-15	0%	1%
O=C(c1cccs1)N1CCN=C1SCc1ccccc1	6%	0%	13%	3	10	-0.7%	2	-4%	-2	17%	-1%
CCSc1nc2sc3c(c2c(=O)n1-c1ccccc1)CCN(C)C3	8%	0%	1%	-2	5	8.3%	-11	0%	0	1%	-4%
O=c1cc(-c2ccccc2[N+](=O)[O-])oc2ccccc12	6%	0%	-4%	1	6	-0.1%	4	-14%	-7	1%	-2%
O=C1ON=C(c2ccc(Cl)c([N+](=O)[O-])c2)/C1=C/c1cccc([N+](=O)[O-])c1O	-4%	3%	x	x	10	0.0%	-22	-5%	-2	2%	x
COc1ccc(-n2c(SCC(=O)Nc3nccs3)nnc2-c2ccccc2)cc1	-27%	2%	7%	-1	-3	0.2%	-5	3%	1	2%	1%
CCc1ccc(C(=O)OCC(=O)Nc2cccc(S(=O)(=O)NC3=NCCCCC3)c2)cc1	-13%	1%	5%	2	-4	-0.4%	13	2%	6	-3%	0%
Cc1cccc(NC(=O)CN2C(=O)NC(Cc3ccccc3)C2=O)c1 (configuration not stated)	7%	-7%	-7%	-1	-9	-0.8%	-8	-4%	8	u	3%
O=C(NCc1ccc(Cl)cc1)C1CCN(S(=O)(=O)c2cc([N+](=O)[O-])ccc2Cl)CC1	-6%	1%	-4%	1	3	-0.4%	u	u	-16	u	-4%
OC1(c2ccccc2)c2ccccc2-c2ncccc21 (configuration not stated)	-5%	1%	11%	2	1	-0.1%	7	4%	-4	-1%	3%
Cc1oc(-c2ccc(Cl)cc2)nc1CS(=O)CC(=O)NC1CCCC1 (configuration not stated)	0%	0%	x	x	3	0.4%	-2	1%	-6	-2%	1%
COc1ccc(NC(=O)CN(C)C(=O)CCCc2nc3ccccc3c(=O)[nH]2)cc1	-2%	1%	x	x	-7	0.3%	9	0%	-15	-1%	x
CCCCn1c(N)c(N(CC(C)C)C(=O)c2ccc(C)c(S(=O)(=O)N3CCCCC3)c2)c(=O)[nH]c1=O	-12%	0%	x	x	-3	0.0%	-2	5%	-2	-1%	x
CC(C)CCNC(=O)CN(C(=O)CCC(=O)Nc1nccs1)c1ccc2c(c1)OCCO2	9%	1%	-1%	1	10	-0.2%	10	3%	-5	1%	8%
O=C1C2C(C(=O)N1Cc1cccnc1)C1C=CC2C12CC2 (configuration not stated)	-1%	-1%	7%	13	5	0.4%	15	4%	-9	1%	-2%
CCOC(=O)/C=C1\SCC(=O)N1CC(O)CN1C(=O)CS/C1=C\C(=O)OCC	-2%	-1%	2%	-1	5	-1.2%	2	6%	-22	4%	-3%
O=C(Nc1c(-c2ccccc2)nc2c(Br)cc(Br)cn12)c1ccco1	11%	-1%	-2%	7	-3	-0.1%	-17	-5%	-72*	u	1%
CC1CCc2c(nc3ncnn3c2NCCN(C)C)C1 (configuration not stated)	0%	2%	-1%	-1	1	-0.1%	8	5%	-15	u	0%
CC(=O)c1ccccc1Oc1ncnc(N)c1[N+](=O)[O-]	4%	0%	x	-2	0	-0.6%	0	-10%	6	u	0%

2 compounds drawn at random from the list so far:
SMILES	Eya2 phos inh	USP2a block	PKM2 activator	Coupling enz	KCNH2 WT inh	B2AR arrestin	Giardia killer	uPA surface inh	KCNH2 3.1 inh	Chronic BCR inh	GALK inh
CC(C)CCNC(=O)CN(C(=O)CCC(=O)Nc1nccs1)c1ccc2c(c1)OCCO2	9%	1%	-1%	1	10	-0.2%	10	3%	-5	1%	8%
CCOC(=O)/C=C1\SCC(=O)N1CC(O)CN1C(=O)CS/C1=C\C(=O)OCC	-2%	-1%	2%	-1	5	-1.2%	2	6%	-22	4%	-3%

(cont.)
SMILES	Eya2 phos inh	USP2a block	PKM2 activator	Coupling enz	KCNH2 WT inh	B2AR arrestin	Giardia killer	uPA surface inh	KCNH2 3.1 inh	Chronic BCR inh	GALK inh
CCOc1ccccc1NC(=O)Nc1ccc(OC)nc1	4%	6%	x	-9	10	-0.1%	0	4%	2	u	0%
Cc1ccc(C(=O)OCC(=O)NC(=O)c2ccc(C(C)(C)C)cc2)c(O)c1	8%	-4%	x	x	4	-0.1%	-1	11%	-3	-1%	x
CC(C)CCn1nnnc1CN1CCN(C(c2ccccc2)c2ccccc2)CC1	-19%	-9%	x	-5	1	-0.9%	-8	1%	1	-5%	10%
O=C(N/C(=C\c1ccccc1)C(=O)N1CCOCC1)c1ccccc1Br	-9%	1%	3%[0.46 µM]	3	-9	0.0%	-11	-5%	3	5%	5%
Cc1ccc(/C=N/NC(=O)c2nnn(-c3nonc3N)c2C(C)C)s1	2%	2%	x	x	1	-0.6%	39[activator]	12%	13	3%	-2%
CCOC(=O)Nc1ccc2c(c1)nc(CN1CCCCC1)n2C	4%	1%	-2%	-1	x	0.1%	x	x	x	-5%	-2%
Nc1cccc2c1C(=O)N(Cc1cccc(Cl)c1)C2=O	-5%	0%	-2%	0	-6	-0.3%	-7	5%	-23	u	-2%
O=C(CCNC(=O)c1ccc(Br)cc1)NCC(c1ccco1)N1CCCCC1 (configuration not stated)	-29%	-1%	x	x	-5	0.1%	-11	5%	-13	-1%	x
CCn1cc(C(=O)O)c(=O)c2cnc(N3CCN(C(=S)Nc4ccccc4)CC3)nc21	-5%	0%	-11%	-8	-6	-1.0%	-2	-3%	21	-1%	x
Cc1cc(S(=O)(=O)Cc2noc(-c3c(C)noc3C)n2)c(C)cc1Cl	3%	4%	1%	-1	10	0.1%	-3	2%	-4	-3%	-3%
COC(=O)COc1ccc(Oc2cc(C)nc(SC)n2)nn1	0%	0%	0%	-2	-3	0.2%	12	7%	5	-4%	0%
CC1CCc2c(cnc3ncnn23)C1 (configuration not stated)	5%	0%	4%	-2	0	0.3%	32[activator]	23%	-3	3%	-1%
CCN(CC)CC(=O)Nc1c(Br)ccc2c1OCO2	2%	2%	2%	5	-8	-0.7%	-22	-1%	11	u	4%
O=C1c2ccsc2SCCN1Cc1ccccc1Cl	x	x	1%	4	-13	x	1	-4%	x	x	4%
O=S(=O)(Nc1cccc(-c2ccc(N3CCCCCC3)nn2)c1)c1ccc(F)cc1	3%	-1%	-1%[0.46 µM]	2	3	-0.7%	-19	-13%	-8	-2%	5%
O=C(NNc1ccccc1)Nc1ccccc1F	-8%	1%	-11%	2	16	0.3%	-5	2%	-12	u	16%
CC1=NN(c2ccc(C)c(C)c2)C(=O)/C1=C\C=C\c1ccc([N+](=O)[O-])o1	3%	1%	2%	-8	-1	-0.2%	-17	-15%	-20	8%	0%
CCOC(=O)/C=C/C(=O)N1CCc2ccccc21	4%	1%	-15%	2	-8	0.0%	-15	-3%	1	17%	3%
CC(=O)c1c(-c2ccccc2)c2ccccc2[nH]c1=O	10%	-2%	3%	7	11	-0.2%	2	0%	4	10%	-3%
Cc1ccc(S(=O)(=O)N(CC(=O)NCc2cccnc2)C2CCCCC2)cc1	5%	2%	-1%	1	7	0.2%	-9	1%	-1	6%	0%
